Screens as filed in PubChem.
G9a inh = qHTS Assay for Inhibitors of Histone Lysine Methyltransferase G9a; Potency, µM (top dose mostly 102 µM), for the others: at the highest dose activity, negative = inhibition, actives largely listed as inhibitors; G9a H3K9 monomethylation, AlphaScreen, 2 h; 350,000 tested, 8.8% active; Histone-lysine N-methyltransferase EHMT2 (Homo sapiens), Q96KQ7; further: on the % scale 0 is the no-effect control and ±100 the full control effect; nearly all actives have a fitted effect of over 75% in size
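Methyltransferase reactions run at room temperature for 2 h (20 nM enzyme, 500 nM biotin-H3K9 peptide, 20 uM SAM) after a 15 min compound preincubation; product detected by AlphaScreen beads and anti-H3K9me1 antibody.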
BLM inh = qHTS Assay for Inhibitors of Bloom's syndrome helicase (BLM); recombinant BLM DNA unwinding, fluorescence dequenching; RecQ-like DNA helicase BLM (Homo sapiens), P54132; Potency, µM (highest dose often 56.1 µM), for the others: at the highest dose activity change, negative = inhibition, actives largely listed as inhibitors; 350,000 tested, 0.2% active;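 further: plate controls were vehicle for no effect and no enzyme for full effect; nearly all actives have a fitted effect of over 35% in size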
Pol kappa inh = qHTS for Inhibitors of Polymerase Kappa; 400,000 tested, 0.53% active; AID 588579, 2011; purified Pol kappa, fluorescent DNA synthesis assay, 10 min; Potency, µM (doses to about 107 µM), for inactives: at the top dose activity, negative = inhibition, actives largely listed as inhibitors; further: on the % scale 0 is the no-effect control and ±100 the full control effect
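Inhibition of 10 nM Pol kappa is measured by a fluorescent read-out at 0 and 10 min following addition of 50 nM substrate (final), with a 15-min room-temperature compound preincubation.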
Pol beta inh = qHTS Assay for Inhibitors of DNA Polymerase Beta; P06746; Pol beta primer extension/strand displacement, fluorescence kinetic; Potency, µM (titrated, usually from 114 µM), inactives show at the highest dose activity change, negative = inhibition, hits mostly inhibitors; 340,000 tested, 1.3% active; further: on the % scale 0 is the no-effect control and ±100 the full control effect
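Values derive from four-parameter Hill fits of normalized kinetic data: reads at 0 and 10 min following addition of 50 nM substrate to 10 nM Pol beta preincubated 15 min with compound.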
Pol eta inh = qHTS for Inhibitors of Polymerase Eta; DNA polymerase eta (Homo sapiens), Q9Y253; recombinant Pol eta, fluorescent DNA replication assay; Potency, µM (top dose mostly 114 µM), inactives show top-dose activity change, negative = inhibition, actives largely listed as inhibitors; 390,000 tested, 1.2% active; further: on the % scale 0 is the no-effect control and ±100 the full control effect
Target sequence (Q9Y253 whole entry, looked up): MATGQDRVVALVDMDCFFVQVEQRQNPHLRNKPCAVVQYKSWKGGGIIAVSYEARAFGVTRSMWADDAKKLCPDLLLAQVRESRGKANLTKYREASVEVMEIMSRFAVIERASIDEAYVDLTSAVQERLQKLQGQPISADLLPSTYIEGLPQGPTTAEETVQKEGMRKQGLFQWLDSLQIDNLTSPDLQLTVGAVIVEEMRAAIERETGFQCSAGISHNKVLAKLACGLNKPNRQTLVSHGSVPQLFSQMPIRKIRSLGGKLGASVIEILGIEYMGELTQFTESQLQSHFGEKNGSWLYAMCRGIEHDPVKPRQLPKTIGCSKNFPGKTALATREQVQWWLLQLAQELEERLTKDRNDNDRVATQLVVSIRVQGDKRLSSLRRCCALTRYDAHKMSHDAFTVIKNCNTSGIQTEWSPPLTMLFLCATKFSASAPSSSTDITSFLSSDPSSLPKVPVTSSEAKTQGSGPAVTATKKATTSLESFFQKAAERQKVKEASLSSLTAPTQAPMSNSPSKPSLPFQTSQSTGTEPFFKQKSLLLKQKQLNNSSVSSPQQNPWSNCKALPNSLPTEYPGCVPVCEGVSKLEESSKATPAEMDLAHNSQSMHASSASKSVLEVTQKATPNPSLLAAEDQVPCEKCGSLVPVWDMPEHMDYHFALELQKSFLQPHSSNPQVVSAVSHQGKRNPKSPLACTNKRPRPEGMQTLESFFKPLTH
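Pol eta at 10 nM preincubated with compounds 15 min at room temperature; reaction started with fluorescent substrate (50 nM final) and read kinetically at 0 and 10 min.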
POLI inh = qHTS for Inhibitors of Polymerase Iota | Pol iota fluorescent replication assay, 10 min | AID 588590, 2011 | DNA polymerase iota (Homo sapiens), Q9UNA4 | Potency, µM (doses to about 115 µM), inactives show top-dose activity, negative = inhibition, hits mostly inhibitors | 390,000 tested, 1% active
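Fluorescent replication assay read twice, at 0 min and 10 min after adding 50 nM (final) substrate. Enzyme (10 nM) and compounds were first incubated 15 min at room temperature; enzyme-free buffer wells were negative controls.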
BAZ2B inh = qHTS Assay for Inhibitors of BAZ2B; Potency, µM (top dose mostly 114 µM), inactives show top-dose activity change, negative = inhibition, most hits filed as inhibitors; AID 504333, 2011; Bromodomain adjacent to zinc finger domain protein 2B (Homo sapiens), Q9UIF8; AlphaScreen BAZ2B-H3K14Ac peptide displacement; 360,000 tested, 4.4% active; further: on the % scale 0 is the no-effect control and ±100 the full control effect; nearly all actives have a fitted effect of over 60% in size
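Compounds, titrated to a top concentration of 110 uM, were incubated 30 min at room temperature with preformed BAZ2B/acetyl-K14 H3 peptide complex (50 nM each). Proximity signal was measured by AlphaScreen after 20 min with beads.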
APE1 inh = qHTS Assay for Inhibitors of the Human Apurinic/apyrimidinic Endonuclease 1 (APE1). DNA repair nuclease/redox regulator APEX1 (Homo sapiens), P27695. recombinant APE1, TAMRA/BHQ-2 abasic DNA cleavage fluorescence. Potency, µM (series often up to 65.8 µM), for inactives: at the highest dose activity change, negative = inhibition, actives largely listed as inhibitors. 350,000 tested, 0.35% active;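 further: plate controls were vehicle for no effect and reference inhibitor for full effect; nearly all actives have a fitted effect of over 55% in size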
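Substrate: short duplex with […] THF abasic site, 5'-TAMRA and 3'-BHQ-2, 50 nM final. APE1 at 0.75 nM, preincubated 15 min RT with compound. Fluorescence increase from first to third read measured activity.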
Apoferritin bind = qHTS Assay for Identification of Novel General Anesthetics; Potency, µM (highest dose often 77.5 µM), inactives show top-dose activity change, negative = displacement, most hits filed as inhibitors; 350,000 tested, 0.074% active; Ferritin light chain (Equus caballus), P02791; apoferritin/1-aminoanthracene competitive binding, fluorescence; further: on the % scale 0 is the no-effect control and ±100 the full control effect; nearly all actives have a fitted effect of over 20% in size
Target sequence (P02791 2-175 limits assumed): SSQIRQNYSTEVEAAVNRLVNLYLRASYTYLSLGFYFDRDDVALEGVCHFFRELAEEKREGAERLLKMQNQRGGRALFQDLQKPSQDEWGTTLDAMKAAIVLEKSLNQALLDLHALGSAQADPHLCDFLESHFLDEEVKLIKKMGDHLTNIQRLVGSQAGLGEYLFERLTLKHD
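Horse-spleen apoferritin (10 uM) was mixed with 50% saturated 1-aminoanthracene in PBS, exposed to compounds for 10 min at room temperature, and read for fluorescence (ex 380 nm, em 535 nm). Competitive displacement was fitted with a four-parameter Hill equation.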
Numbers without * were called inactive; ? = inconclusive; · = not tested or not shown; & = joins results of further samples; ! = repeats disagree; [ ] = dose if it differs, or a comment. The call rests on the fitted dose curve; in most records, active means well fitted curve in the direction sought with a large enough effect; inconclusive means small, poorly fitted or top-dose-only effect, or another doubt; inactive means no such curve, though single readings can be large; an effect the other way counts as inactive or inconclusive. Potency means the concentration at half of the fitted maximal effect. These rows are one share of the data; count on the stated rates, not on these rows.

SMILES	G9a inh	BLM inh	Pol kappa inh	Pol beta inh	Pol eta inh	POLI inh	BAZ2B inh	APE1 inh	Apoferritin bind
COc1cc(NC(=S)N2CCCC(C)C2)c(OC)cc1Cl (stereo unspecified)	·	-2.6%	-9.4%	6.0%	-17.1%	32.8%[activator]	?	0.4%	-13.7%
O=c1ccc(NS(=O)(=O)c2ccc(Cl)cc2)cn1Cc1ccc(Cl)c(Cl)c1	?	-4.5%	?	?	4.8%	?	?	-5.9%	?
O=C(COc1ccccc1F)Nc1c2c(nn1-c1ccccc1)CS(=O)(=O)C2	43.7%	0.9%	-10.8%	38.3%[activator]	-15.1%	21.9%	-16.4%	5.6%	-6.5%
Cc1cc(NC(=O)CCC(=O)N(CC(=O)NC2CCCC2)Cc2ccc(F)cc2)no1	22.5%[12.7 µM]	-3.1%	-2.3%	5.0%	-5.2%	?	-6.1%	-5.4%	1.6%
CC(NC(=O)COC(=O)C1CCN(c2ccc(C(F)(F)F)cn2)CC1)c1ccc(F)cc1 (stereo unspecified)	11.9%[12.7 µM]	·	-9.3%	·	-12.7%	-19.6%	4.3%	-12.5%	·
C[C@H](CO)N1C[C@H](C)[C@@H](CN(C)C(=O)Nc2ccccc2)Oc2c(NC(=O)Nc3ccc(C(F)(F)F)cc3)cccc2C1=O	·	·	4.8%	·	-16.9%	4.8%	·	14.0%	·
CN1CCN(CCNC(=O)c2cn(Cc3ccccc3F)nn2)CC1	-5.0%	-2.9%	6.6%	22.2%	-8.1%	19.2%	-13.1%	6.4%	-4.3%
COc1ccc(Cn2nc(-c3ccccc3)c(N3CCCCC3)cc2=O)cc1	-2.6%	-14.8%	-13.5%	-15.2%	-16.4%	-17.0%	-24.4%	-4.9%	?
O=C(NC1CCSc2ccccc21)c1cc(S(=O)(=O)N2CCOCC2)ccc1F (stereo unspecified)	-6.9%	-2.4%	-6.3%	85.4%	-23.6%	53.4%[activator]	-22.1%	8.3%	?
COc1ccc(C(=O)NCC(=O)NCC2(N(C)C)CCCCC2)cc1OC	-8.0%	-0.3%	-7.8%	13.8%	-11.8%	10.0%	-3.0%	31.5%[activator]	-3.3%
COc1cccc(C(=O)Nc2cc(C(=O)NCc3ccc(C)cc3)ccc2N2CCC3(CC2)CC(c2cccc(Br)c2)=NO3)c1	19.0%[2.33 µM]	·	-2.1%	·	2.7%	?	-6.5%	-0.1%	·
COc1ccc(C(=O)CN2C(=O)c3ccccc3S2(=O)=O)cc1Br	50.1µM*	-1.6%	-10.0%	0.2%	-1.6%	4.5%	-17.7%	35.1%	-12.9%
C=CCn1c(-c2ccccc2)nc2nc3ccccc3nc21	-5.2%[59 µM]	0.2%	-6.2%	-3.8%	-18.5%	-3.8%	-20.7%	?	4.6%
CN(CC(=O)Nc1ccc(Cl)cc1)CC(=O)Nc1ccc(F)c(F)c1F	-26.1%	-8.7%	-12.5%	2.0%	-16.9%	162.1%[activator]	-10.7%	1.3%	?
Cc1cccc(N2CCN(C(=O)C3CCCCC3)CC2)c1C	18.7%[59 µM]	-3.6%	-5.3%	-4.2%	0.2%	-4.7%	-6.3%	8.7%	?
COc1ccc2oc(=N)c(C(=O)Nc3cccc(C)c3C)cc2c1	-16.6%	3.8%	2.0%	1.9%	3.4%	34.8%[activator]	0.4%	16.2%	-1.5%
COC(=O)CSc1ccc2nnc(-c3ccc(OC)c(OC)c3)n2n1	-7.7%	5.8%	-3.1%	3.4%	-19.3%	2.4%	12.4%	19.7%	-2.7%
C/C(=C\COc1ccc2ccc(=O)oc2c1)CC[C@@H](O)C(C)(C)O	12.4%[2.33 µM]	·	-2.9%	·	-5.4%	5.4%	4.9%	13.1%	·
c1ccc(SCc2nc3ccccc3s2)nc1	35.5µM*	-4.3%	-0.8%	36.2%	-14.4%	31.9%	1.1%	-11.2%	-2.4%
O=C(NCc1ccccc1C(F)(F)F)C1CC(c2ccccc2[N+](=O)[O-])=NO1 (stereo unspecified)	-12.5%	0.0%	-3.6%	11.1%	-20.0%	-4.9%	8.3%	-8.4%	-18.0%

Some entries already given, reduced to G9a inh, BAZ2B inh and APE1 inh.
compound | G9a inh | BAZ2B inh | APE1 inh
COc1cc(NC(=S)N2CCCC(C)C2)c(OC)cc1Cl (stereo unspecified) | · | ? | 0.4%
O=c1ccc(NS(=O)(=O)c2ccc(Cl)cc2)cn1Cc1ccc(Cl)c(Cl)c1 | ? | ? | -5.9%
O=C(COc1ccccc1F)Nc1c2c(nn1-c1ccccc1)CS(=O)(=O)C2 | 43.7% | -16.4% | 5.6%
Cc1cc(NC(=O)CCC(=O)N(CC(=O)NC2CCCC2)Cc2ccc(F)cc2)no1 | 22.5%[12.7 µM] | -6.1% | -5.4%

Rewritten as labelled records: entries from further up.
molecule: c1ccc(SCc2nc3ccccc3s2)nc1
  G9a inh: 35.5µM*	BLM inh: -4.3%	Pol kappa inh: -0.8%	Pol beta inh: 36.2%	Pol eta inh: -14.4%	POLI inh: 31.9%	BAZ2B inh: 1.1%	APE1 inh: -11.2%	Apoferritin bind: -2.4%
molecule: O=C(NCc1ccccc1C(F)(F)F)C1CC(c2ccccc2[N+](=O)[O-])=NO1 (stereo unspecified)
  G9a inh: -12.5%	BLM inh: 0.0%	Pol kappa inh: -3.6%	Pol beta inh: 11.1%	Pol eta inh: -20.0%	POLI inh: -4.9%	BAZ2B inh: 8.3%	APE1 inh: -8.4%	Apoferritin bind: -18.0%

More results follow.
SMILES	G9a inh	BLM inh	Pol kappa inh	Pol beta inh	Pol eta inh	POLI inh	BAZ2B inh	APE1 inh	Apoferritin bind
COC(C[C@@H](O)[C@H](C)[C@@H](O)COCc1ccccc1)OC	23.9%[12.7 µM]	-6.3%	-17.1%	-3.6%	-10.3%	-5.9%	0.3%	3.3%	-8.1%
Cc1nn(CC(=O)Nc2nc3ccccc3s2)c(C)c1[N+](=O)[O-]	11.1%[0.501 µM]	-3.0%	-0.7%[60.1 µM]	11.1%	-12.5%	3.7%	?	-0.8%	-13.1%
S=c1[nH]nc(C2CC2c2ccc(Cl)cc2)n1-c1ccc(Cl)cc1 (stereo unspecified)	?	-12.4%	-15.3%	4.4%	?	-10.0%	?	-1.8%	-12.7%
OC(COCc1ccco1)CN1CCN(c2ccccc2)CC1 (stereo unspecified)	?	4.6%	4.0%	41.7%	-15.2%	34.6%[activator]	89.1µM*	-1.6%	-12.2%
CCn1c(Cc2ccccc2)nnc1SCC(=O)Nc1ccccc1F	·	3.2%	7.0%	12.6%	-14.5%	19.4%	-3.2%	-1.2%	-11.0%
CCc1ccccc1NC(=O)Cn1nc2c3cc(F)ccc3n(Cc3cccc(C)c3)cc-2c1=O	-10.1%[59 µM]	0.5%	5.6%	4.4%	-4.1%	40.1%[activator]	-11.2%	·	-0.7%
COc1cccc(NC(=O)c2oc3ccccc3c2NC(C)=O)c1	5.2%[2.33 µM]	-4.3%	-9.1%	34.6%	0.6%	-7.4%	-9.2%	-5.2%	-5.4%
COc1ccc(N(CC(=O)NCc2ccco2)S(C)(=O)=O)c(OC)c1	·	-0.6%	11.2%	0.0%	2.0%	45.7%[activator]	7.5%	10.7%	-6.7%
O=C(NCCCCCNC(=O)c1ccccn1)c1ccccn1	18.9%	-1.4%	16.4%	0.3%	-10.6%	28.4%	-31.8%	-1.6%	-2.8%
O=C(CNC(=O)c1ccc(F)cc1)NCc1ccccn1	32.1%[2.33 µM]	·	4.2%	·	-12.1%	35.0%	-23.1%	10.3%	·
CCOC(=O)C1CCN(CC(C)(C)NS(=O)(=O)c2ccccc2)CC1	?	0.3%	-4.3%	20.4%	-23.0%	11.9%	-27.2%	32.3%[12.4 µM]	-0.8%
Cc1ccc(Cn2nc(C)c(C(=O)N3CCN(S(=O)(=O)/C=C/c4ccccc4)CC3)c2C)cc1	-2.5%[12.7 µM]	·	-11.2%	·	-10.1%	15.4%	2.4%	16.1%	·
COc1cc(OC)cc(C(=O)NC(=S)Nc2ccc3oc(=O)ccc3c2)c1	8.1%	-0.8%	3.2%	?	-18.8%	-13.3%	-4.9%	42.5%	-6.2%
CCc1ccccc1NC(=O)Cn1c(=O)n(-c2ccc(C)c(C)c2)c(=O)c2oc3ccccc3c21	-2.1%[59 µM]	3.9%	-3.8%	0.1%	-14.9%	-2.0%	-3.3%	·	5.3%
CCN(CC)CCCN=C1N[C@@H](c2ccccc2)C(C(=O)OC)=C(C)N1CC	39.8µM*!	3.3%&1.2%	-1.9%	-1.6%&33.3%	-5.5%	-6.9%	79.4µM*	13.8%&2.9%	-9.9%&-11.2%
CCN1CCN(C(=O)CN2C(=O)c3ccccc3S2(=O)=O)CC1	?	·	-0.9%	·	-12.1%	20.2%	-6.7%	-4.8%	·
COc1ccnc(Oc2ccc(F)cc2)c1C(=O)N/C=N/OCc1ccccc1	13.9%	-4.5%	-3.0%	13.4%	-19.6%	0.3%	5.7%	-7.3%	-5.2%
CCOc1ccc2c(c1)c(=O)c(S(=O)(=O)c1ccc(C)cc1)cn2CC(=O)Nc1ccc(C)cc1	9.4%[59 µM]	-1.7%	-4.5%	8.8%	-11.8%	21.9%	1.4%	·	?
CSc1cccc(N2CC(C(=O)N(Cc3nnc(-c4ccccc4Cl)o3)C3CC3)CC2=O)c1 (stereo unspecified)	·	-9.1%	-13.2%	-15.2%	-7.1%	-0.2%	-14.6%	1.8%	-0.8%

Four compounds already listed, ordered by their value in Apoferritin bind, ascending:
structure | Apoferritin bind
COc1cc(NC(=S)N2CCCC(C)C2)c(OC)cc1Cl (stereo unspecified) | -13.7%
O=C(COc1ccccc1F)Nc1c2c(nn1-c1ccccc1)CS(=O)(=O)C2 | -6.5%
COc1ccc(C(=O)NCC(=O)NCC2(N(C)C)CCCCC2)cc1OC | -3.3%
C=CCn1c(-c2ccccc2)nc2nc3ccccc3nc21 | 4.6%
